Screening data: PubChem, National Center for Advancing Translational Sciences (NCATS)
IMPase Li cell: qHTS Assay for Identifying the Cell-Membrane Permeable IMPase Inhibitors: Potentiation with Lithium. actives 0.35% (n = 210,000). CHO-M1 cells, IP1 TR-FRET (IP-One), carbachol + lithium. AID 1457, 2008. Potency, µM (doses to about 59.4 µM), for inactives: at the highest dose activity, negative = IMPase inhibition, usual class: inhibitors;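 further: IP1 builds up when IMPase is blocked and the TR-FRET signal falls; potency means the concentration at half of the fitted maximal effect; plate controls were basal vehicle for no effect and high inhibitor control for full effect; nearly all actives have a fitted effect of over 50% in size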
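CHO cells stably expressing M1 receptor (2000/well, cultured 16–30 h) treated 30 min at 37C with compound plus low lithium. Cytosolic IP1 by TR-FRET (665/620 ratio and 620 channel) after 10 min lysis; AC50 by Hill fit.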
NPSR antagonist: qHTS Assay for Antagonists of the Neuropeptide S Receptor: cAMP Signal Transduction. Q6W5P4. CHO-NPSR cells, cAMP TR-FRET, antagonist mode. Potency, µM (doses to about 38.3 µM), for inactives: top-dose activity change, negative = inhibition, hits mostly inhibitors. actives 1% (n = 220,000). AID 1461, 2008; further: potency means the concentration at half of the fitted maximal effect; on the % scale 0 is the no-effect control and ±100 the full control effect; nearly all actives have a fitted effect of over 50% in size; many of its hits are not listed in these tables
Epigenetic derep: Quantitative High-Throughput Screen for Regulators of Epigenetic Control; murine LDR cells, GFP reporter derepression, 30 h; Potency, µM (series often up to 53.9 µM), inactives show at the highest dose GFP activation, usual class: activators; actives 0.2% (n = 280,000); AID 1865, 2009; further: potency means the concentration at half of the fitted maximal effect; % of control where 0% means no effect; nearly all actives have a fitted effect of over 60% in size
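Reporter derepression read as number of fluorescent GFP-positive objects, 20-120 um in size, counted by laser-scanning cytometer. Mouse LDR line with an epigenetically silenced CMV-GFP locus; compound incubation 30 h, 37 C.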
CBFb RUNX1 block: qHTS Assay for Compounds Blocking the Interaction Between CBF-beta and RUNX1 for the Treatment of Acute Myeloid Leukemia; Runt-related transcription factor 1 (Homo sapiens) + Core-binding factor subunit beta …; AlphaScreen CBFb-His/RUNX1-biotin binding, biochemical; Potency, µM (series often up to 59.8 µM), inactives show at the top dose activity, negative = inhibition, hits mostly inhibitors; 230,000 tested, under 10 active; further: % of control where 0% means no effect
Target sequence (Q01196 whole entry, looked up): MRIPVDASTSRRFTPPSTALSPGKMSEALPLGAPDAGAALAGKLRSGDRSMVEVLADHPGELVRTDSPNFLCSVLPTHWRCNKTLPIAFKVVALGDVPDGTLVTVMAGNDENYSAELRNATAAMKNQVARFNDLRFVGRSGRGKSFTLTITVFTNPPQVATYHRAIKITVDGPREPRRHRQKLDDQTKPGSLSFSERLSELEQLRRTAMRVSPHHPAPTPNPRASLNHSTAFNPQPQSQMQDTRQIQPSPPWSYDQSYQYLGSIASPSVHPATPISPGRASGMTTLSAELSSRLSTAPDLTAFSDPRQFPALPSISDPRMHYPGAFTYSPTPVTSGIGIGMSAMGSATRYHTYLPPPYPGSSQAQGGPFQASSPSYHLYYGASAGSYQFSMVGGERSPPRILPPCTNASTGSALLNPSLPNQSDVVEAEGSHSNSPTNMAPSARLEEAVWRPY
Target sequence (Q13951 whole entry, looked up): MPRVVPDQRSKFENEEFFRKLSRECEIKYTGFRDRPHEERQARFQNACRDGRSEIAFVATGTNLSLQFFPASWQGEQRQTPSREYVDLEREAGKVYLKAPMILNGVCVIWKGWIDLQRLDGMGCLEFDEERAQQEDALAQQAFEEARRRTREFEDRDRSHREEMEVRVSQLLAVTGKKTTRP
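His-tagged CBF-beta and biotinylated RUNX1 (30 nM each) were premixed 20 min at room temperature, exposed to compound for 15 min, then given nickel-chelate and streptavidin AlphaScreen beads (50 ng each). After 90 min, AlphaScreen signal was read.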
aGal spleen mod: qHTS Assay for Inhibitors and Activators of Human alpha-Galactosidase From Spleen Homogenate. Alpha-galactosidase A (Homo sapiens), P06280. Potency, µM (titrated, usually from 80 µM), inactives show at the highest dose activity change, negative = inhibition, hits mostly inhibitors. human spleen homogenate, 4MU-alpha-Gal fluorescence, 40 min. actives 0.008% (n = 240,000);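 further: potency means the concentration at half of the fitted maximal effect; 0% = enzyme with vehicle and -100% = no enzyme basal signal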
Target sequence (P06280 32-429 limits assumed): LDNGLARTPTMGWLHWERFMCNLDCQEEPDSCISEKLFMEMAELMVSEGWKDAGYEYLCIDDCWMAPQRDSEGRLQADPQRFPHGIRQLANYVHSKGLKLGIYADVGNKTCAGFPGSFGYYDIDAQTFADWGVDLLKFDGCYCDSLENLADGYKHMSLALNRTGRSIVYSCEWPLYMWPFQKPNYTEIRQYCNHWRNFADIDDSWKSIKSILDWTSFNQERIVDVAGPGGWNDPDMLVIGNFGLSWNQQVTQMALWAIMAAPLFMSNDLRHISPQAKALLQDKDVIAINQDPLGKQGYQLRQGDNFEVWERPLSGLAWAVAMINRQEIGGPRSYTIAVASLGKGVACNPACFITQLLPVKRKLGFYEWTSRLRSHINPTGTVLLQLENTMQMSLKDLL
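Human spleen homogenate (1 ug) was the enzyme source, with 4-methylumbelliferyl-alpha-D-galactopyranoside (1 mM final) in pH 5.0 citrate buffer with 0.01% Tween-20. Compounds were titrated; after 40 min at 37C, NaOH/glycine stop, 4-MU fluorescence read; AC50 from Hill fits.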
KinaseGlo FLuc: Counterscreen for Luciferase (Kinase-Glo TM) Inhibition | AID 1379, 2008 | Potency, µM (highest dose often 38.3 µM), for inactives: top-dose activity change, negative = inhibition, most hits filed as inhibitors | Kinase-Glo luciferase, ATP luminescence, 8 min | Luciferin 4-monooxygenase (Photuris pensylvanica), Q27757 | actives 0.28% (n = 200,000); further: potency means the concentration at half of the fitted maximal effect; on the % scale 0 is the no-effect control and ±100 the full control effect; nearly all actives have a fitted effect of over 60% in size
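Compounds were added to a substrate mix at pH 7.2 (50 mM imidazole, 10 uM ATP, within the enzyme's linear range), followed by Kinase-Glo detection reagent; luminescence was measured after 8 minutes at ambient temperature.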
LMNA splice mod: qHTS Assay for Modulators of Lamin A Splicing; actives 0.01% (n = 200,000); Potency, µM (highest dose often 46.1 µM), for inactives: top-dose ratio change, negative = inhibition, usual class: inhibitors; HeLa LMNA splicing GFP/RFP minigene ratio, 48 h; active means well fitted inhibition curve with a large enough effect in the signal ratio, with a control signal flat, not every such curve was filed as active; inconclusive means small, poorly fitted or top-dose-only effect, or effect the other way, or a change in a side signal; the % refers to the signal ratio; further: potency means the concentration at half of the fitted maximal effect; on the % scale 0 is the no-effect control and ±100 the full control effect
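S3 HeLa stable clones carrying a lamin A-EGFP splicing minigene plus DsRed2 were seeded at 600 cells/well in Opti-MEM with 2% FBS, pin-dosed and incubated 48 h at 37°C. Acumen cytometry (488 nm) gave the GFP/RFP total-intensity ratio.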
* marks the source's active call; other numbers are inactive results; u = inconclusive; x = no result given; [ ] = another dose, or the depositor's remark. Unless noted, the call rests on the fitted dose curve; in most records, active means well fitted curve in the direction sought with a large enough effect; inconclusive means small, poorly fitted or top-dose-only effect, or another doubt; inactive means no such curve, though single readings can be large; an effect the other way counts as inactive or inconclusive. The list is partial. The share of hits here may be higher or lower than overall.

SMILES | IMPase Li cell | NPSR antagonist | Epigenetic derep | CBFb RUNX1 block | aGal spleen mod | KinaseGlo FLuc | LMNA splice mod
Cc1ccnc(NC(=S)NC(=O)/C=C/c2ccccc2)c1 | -2.6%[38.3 µM] | -16.3%[46.1 µM] | 0.0% | 0.1% | 2.5% | -1.9% | 0.8%
Nc1ccc(-c2cnc(-c3ccc(N)cc3)nc2)cc1 | -9.6%[38.3 µM] | -32.6%[7.67 µM] | -2.6% | 4.1% | 7.9% | 1.4% | -1.1%
CCOC(=O)C1=C(C)N=C2SCCC(=O)N2[C@@H]1/C=C/c1ccccc1 | 0.7%[38.3 µM] | -27.2%[46.1 µM] | 0.9% | -4.6% | 1.1% | -0.5% | 10.6%[0.0737 µM]
CCSc1nc(CC)c2c(c1C#N)CCCC2 | -4.3% | -18.1% | -6.9% | 13.2% | 1.2% | -3.2% | u
O=C1CC(/C=C/c2ccncc2)=Nc2ccccc2N1 | 2.7% | -29.1% | 2.1% | -15.5% | -16.0% | -19.8% | x
CC(C)(C)C(=O)COC(=O)c1ccccc1O | 22.7%[38.3 µM] | 0.7%[46.1 µM] | 1.1% | 1.7% | 4.3% | -4.1% | 14.1%
Cc1sc2ncnc(NCCc3ccc(S(N)(=O)=O)cc3)c2c1C | 31.7%[38.3 µM] | -16.1%[46.1 µM] | 0.7% | 1.7% | -7.9% | -2.0% | u
O=C(NCc1ccco1)c1ccc2c(c1)C(=O)c1ccccc1-2 | -0.9%[38.3 µM] | -18.4%[46.1 µM] | 0.0% | 1.5% | 4.5% | -0.3% | 23.5%
CO/N=C/NC(=O)NOCc1ccc(Cl)cc1Cl | 13.2%[38.3 µM] | -16.7%[46.1 µM] | 9.8% | 0.3% | -4.1% | -5.2% | 2.4%
Cc1nn(C)cc1CN1CCCC(C(=O)c2ccc(-c3ccccc3)cc2)C1 (stereo not given) | 0.6% | 12.7% | -0.1% | -3.9% | -1.3% | 0.9% | x
CC(=O)N/C(=C/c1ccc2c(c1)OCO2)C(=O)Nc1ccccc1 | 4.6% | 8.0% | 1.9% | 5.0% | 3.1% | -1.8% | -10.9%
Fc1cccc(Cc2noc(CN3CCCCC3CCc3ccccn3)n2)c1 (stereo not given) | x | 13.0% | -9.7% | 5.0% | -5.5% | x | x
COc1ccc(OC)c(C2NC(=S)NC3=C2N2CCC3CC2)c1 (stereo not given) | -0.9% | -14.4% | -2.2% | 7.7% | 0.1% | 1.2% | x
C=CCNC(=O)c1ccc2c(c1)nnn2C | 5.4%[38.3 µM] | -6.7%[46.1 µM] | -1.0% | 2.5% | 4.0% | -2.4% | -1.4%
O=S(=O)(c1ccc2c(c1)OCCO2)N1CCC(n2nnc3cc(C(F)(F)F)ccc32)CC1 | 8.1%[38.3 µM] | -9.6%[7.67 µM] | -1.9% | 14.7% | 7.2% | -3.3% | u
CC(C)CN(C(=O)COC(=O)Cc1c[nH]c2ccccc12)C1CCS(=O)(=O)C1 (stereo not given) | -14.0%[38.3 µM] | 2.3%[46.1 µM] | 1.9% | 1.5% | 4.0% | -4.0% | 3.6%
COc1ccccc1CNc1ccnc(-c2ccccc2Cl)n1 | 22.1% | x | x | x | -3.7% | x | u
CC(=O)OCC1OC(Sc2cccc3cccnc23)C(OC(C)=O)C(OC(C)=O)C1OC(C)=O (stereo not given) | -0.3%[38.3 µM] | -1.2%[46.1 µM] | 18.1% | -3.8% | -1.5% | 2.3% | -4.1%
N#Cc1c(-c2ccccc2)cc(-c2ccccc2)nc1Br | -6.4% | -28.8% | 2.1% | -7.1% | -16.4% | -6.6% | 0.9%
CCOc1ccccc1OCCn1nnc2ccccc21 | 19.7%[38.3 µM] | -2.0%[46.1 µM] | 0.9% | -0.3% | 4.4% | -1.3% | u
C=CCn1c(=N)n(CC(=O)O)c2ccccc21 | -6.3%[38.3 µM] | 5.2%[46.1 µM] | -0.7% | 4.5% | 5.7% | -2.0% | 1.9%
CCOC(=O)CC1OC(=O)c2cc3c(cc21)C(=O)OC3CC(=O)OCC (stereo not given) | x | 7.7% | 0.8% | 2.0% | 0.1% | x | x
COC(=O)c1ccc(CSc2ccccc2C)o1 | 14.3%[38.3 µM] | -5.3%[46.1 µM] | 1.0% | 16.8% | -0.8% | -1.4% | u
COc1ccc(C(=O)N2CCC3(CC2)CN(c2ccccn2)C3)cc1 | -8.7% | x | x | x | -1.6% | -2.1% | x
O=C(COc1ccc(Cl)cc1)Nc1nc(-c2ccc(S(=O)(=O)N3CCOCC3)cc2)cs1 | 32.5%[38.3 µM] | -28.9%[46.1 µM] | -2.0% | -4.9% | -0.4% | 19.0% | u
(listing goes on)
SMILES | IMPase Li cell | NPSR antagonist | Epigenetic derep | CBFb RUNX1 block | aGal spleen mod | KinaseGlo FLuc | LMNA splice mod
COC(=O)c1cc(C#N)c(N(C)Cc2ccccc2)nc1C | 51.8%[activator][38.3 µM] | -4.9%[46.1 µM] | 0.1% | 15.8% | 6.9% | 1.1% | 11.4%
Cc1nc2cc(-c3cccs3)nn2c(NCC(C)(C)CN(C)C)c1C | 6.3% | u | -3.3% | 0.9% | -1.6% | 0.0% | x
CC(C)=C1C2C=CC1C(C(=O)Nc1cccc(C)c1)C2C(=O)O (stereo not given) | 0.6%[38.3 µM] | -10.7%[46.1 µM] | 3.2% | -1.0% | -7.0% | 13.3% | -5.3%
O=C(NN=C1CCCCCCCCCCC1)c1ccncc1 | 1.0% | 16.7% | -2.4% | -2.8% | 2.4% | 0.2% | x
CC1(C)CC(=O)C(C=NCCN2CCN(C(=O)C34CC5CC(CC(C5)C3)C4)CC2)=C(O)C1 | 28.6%[38.3 µM] | -9.6%[46.1 µM] | 1.9% | 11.2% | 3.2% | -4.0% | 3.1%
CCCCN(CCCNC(=O)C1CCN(S(=O)(=O)N2CCOCC2)CC1)c1ccccc1 | x | -13.5%[46.1 µM] | -1.0% | -1.8% | 2.0% | x | u
CC1CCN(C2CCN(C(=O)c3ccccc3F)CC2)CC1 | x | -34.0% | 0.1% | 2.4% | -6.9% | x | x
CCCC/C(O)=C1\C(=O)CCCC1=NCCc1c(C)[nH]c2ccc(OC)cc12 | x | -26.3% | -1.6% | -5.9% | -3.7% | x | x
N#Cc1nc(Cc2cccc3ccccc23)oc1NCCCN1CCOCC1 | -3.6%[38.3 µM] | 0.0%[46.1 µM] | 0.7% | -3.4% | -1.6% | 1.4% | 4.3%
O=C(/C=C/c1ccco1)N(Cc1cccc(Br)c1)C1CCS(=O)(=O)C1 (stereo not given) | x | 2.5% | -1.2% | -5.4% | 2.9% | x | x
CCN(CC)C(=O)CSc1nc2c(sc(=S)n2-c2ccccc2)c(=O)[nH]1 | -11.9% | -28.9% | 2.4% | -9.3% | 8.1% | 1.4% | x
CC(=O)C1=C(C)OC(N)=C(C#N)C1c1cc([N+](=O)[O-])ccc1Cl (stereo not given) | x | 31.3% | 13.0% | 2.0% | -0.3% | x | x
CCCN1CCN(c2nc3c([nH]2)c(=N)ncn3CC(O)CO)CC1 (stereo not given) | -2.0%[38.3 µM] | 1.4%[46.1 µM] | -0.2% | -0.4% | -7.5% | -1.0% | 2.2%
Nc1c(C(=O)Nc2nccs2)sc2nc(-c3cccs3)cc(C(F)(F)F)c12 | u | 5.4%[46.1 µM] | u | -3.4% | 3.0% | 0.7% | 9.7%
CCCCOc1nc2ccccc2nc1C(C#N)C(=O)NC1CCCCC1 (stereo not given) | 12.2%[38.3 µM] | 1.8%[46.1 µM] | -1.6% | 2.3% | -8.6% | 0.1% | 13.0%
Cc1ccc(C)c(S(=O)(=O)N2CCN(CC(=O)Nc3ccc([N+](=O)[O-])cc3)CC2)c1 | 14.8% | -28.1% | -1.3% | -10.4% | -0.8% | -3.6% | u
COc1ccc(Cl)cc1NC(=O)N1CCN(CCc2ccccc2)CC1 | 16.4%[38.3 µM] | -7.8%[46.1 µM] | -1.0% | 10.2% | -6.6% | -2.4% | 25.1%
CC1NC2(C(=O)N(Cc3ccccc3)c3ccccc32)C2C(=O)N(c3ccccc3)C(=O)C12 (stereo not given) | 20.7%[38.3 µM] | -17.0%[46.1 µM] | -0.1% | 11.0% | -0.9% | 4.4% | -5.0%
O=C(NC12CC3CC(CC(C3)C1)C2)OCCNC1CCCCC1 | x | -3.9% | -1.8% | -5.6% | 12.4% | x | x
CCCNC(=O)N1CCN(c2ncccn2)CC1 | 3.6% | 10.0% | -1.0% | -0.3% | -2.5% | 1.2% | 2.7%
CC(=O)Nc1nonc1C(=O)N1CCC(C)CC1 | 1.4% | 5.7% | -1.0% | 2.9% | 3.4% | -0.1% | -1.8%
CN1CCc2c(sc(N)c2C(N)=O)C1 | -6.3% | -15.3%[46.1 µM] | -0.9% | -7.9% | u | 1.9% | -5.6%
CCOc1ccc(C(=O)NCC(=O)OCc2c(C)noc2C)cc1OCC | 9.3% | 3.4% | 5.5% | 5.2% | -2.1% | 0.2% | 0.8%[46 µM]
CN1CCN(C(=O)c2cc(-c3ccccc3)on2)CC1 | 21.5%[38.3 µM] | -2.7%[46.1 µM] | -1.1% | 6.0% | -13.4% | -1.5% | 10.1%
CC(C)C(=O)Nc1ccc(-c2ccc3nncn3n2)cc1 | 3.5% | 12.0% | -0.5% | 1.8% | 6.9% | -1.8% | 13.6%[9.22 µM]
O=C(/C=C/c1ccc([N+](=O)[O-])cc1)c1cccnc1 | 7.5% | 11.0%[46.1 µM] | 0.0% | 6.2% | -0.5% | 3.8% | u
Cc1ccc(C(=O)Nn2c(O)c(C=C3N=c4ccccc4=N3)sc2=S)cc1 | 18.2%[38.3 µM] | u | 0.0% | -22.3% | 7.2% | -2.2% | u

Fetched one by one from the list above:
SMILES | IMPase Li cell | NPSR antagonist | Epigenetic derep | CBFb RUNX1 block | aGal spleen mod | KinaseGlo FLuc | LMNA splice mod
CCCC/C(O)=C1\C(=O)CCCC1=NCCc1c(C)[nH]c2ccc(OC)cc12 | x | -26.3% | -1.6% | -5.9% | -3.7% | x | x
CC(=O)Nc1nonc1C(=O)N1CCC(C)CC1 | 1.4% | 5.7% | -1.0% | 2.9% | 3.4% | -0.1% | -1.8%
